Screens as filed in PubChem.
TcdB GH inh: TcdB glycohydrolase inhibitors, primary screen, biochemical, single point, plate reader; Toxin B (Clostridioides difficile), P18177; TcdB glycohydrolase enzymatic assay; inhibition, % at 9.99 µM; hit rate 0.24% among 350,000; AID 652162, 2013; in the data active means inhibition above about 10%
Active calls of the source: *.

cpd	structure	TcdB GH inh
1	C[C@@H]1CCCCO[C@H](CN(C)Cc2ccccc2)[C@H](C)CN([C@@H](C)CO)C(=O)c2cc(NC(=O)c3ccncc3)ccc2O1	0.6
2	C[C@H]1CN([C@@H](C)CO)C(=O)c2cc(N(C)C)ccc2O[C@H]1CN(C)S(=O)(=O)c1ccccc1	-19.3
3	C[C@@H]1CN([C@H](C)CO)C(=O)c2cc(NC(=O)Cc3ccccc3)ccc2O[C@H]1CN(C)C(=O)Nc1cccc2ccccc12	-0.4
4	C[C@@H]1CN([C@H](C)CO)C(=O)c2cc(C#C[C@@H](C)O)cnc2O[C@H]1CN(C)Cc1cncnc1	-0.2
5	Cc1ccc(S(=O)(=O)Nc2ccc3c(c2)C(=O)N([C@H](C)CO)C[C@@H](C)[C@@H](CN(C)Cc2ccc(C(F)(F)F)cc2)OCCCC[C@H](C)O3)cc1	-2.8
6	CC(=O)N1CC(=O)N2[C@H](CO)[C@@H](c3ccc(-c4ccncc4)cc3)[C@H]2C1	0.6
7	COc1ccccc1-c1ccc([C@H]2[C@H](C#N)N(C(=O)CN(C)C)[C@H]2CO)cc1	2.2
8	COc1ccc(S(=O)(=O)N(C)C[C@@H]2OCCCC[C@@H](C)Oc3ccc(NC(=O)NC4CCCCC4)cc3C(=O)N([C@H](C)CO)C[C@H]2C)cc1	-1.6
9	COc1ccc(NC(=O)Nc2ccc3c(c2)CC(=O)N([C@@H](C)CO)C[C@H](C)[C@@H](CN(C)CC2CCCCC2)O3)cc1	-0.6
10	CC(C)NC(=O)N(C)C[C@H]1Oc2c(NC(=O)c3cnccn3)cccc2C(=O)N([C@H](C)CO)C[C@@H]1C	-0.3

Following part.
cpd	structure	TcdB GH inh
11	COc1ccc(NC(=O)Nc2ccc3c(c2)C(=O)N([C@H](C)CO)C[C@H](C)[C@@H](CN(C)Cc2ccc4c(c2)OCO4)OCCCC[C@@H](C)O3)cc1	0.8
12	COc1ccc2c3c([nH]c2c1)[C@H](CO)N(C(=O)Nc1ccc(F)cc1)CC31CCN(Cc2cc(-c3ccccc3)on2)CC1	0.7
13	C[C@H](CO)N1C[C@H](C)[C@H](CN(C)Cc2ccc(-c3ccccc3)cc2)Oc2ccc(NS(=O)(=O)c3ccccc3)cc2C1=O	0.9
14	O=C(C[C@@H]1C[C@@H]2c3cc(NC(=O)Nc4ccc(C(F)(F)F)cc4)ccc3O[C@@H]2[C@H](CO)O1)NCc1ccc2c(c1)OCO2	-0.7
15	CC(C)C#Cc1ccc2c(c1)O[C@@H](CN(C)C(=O)c1cccc(F)c1)[C@@H](C)CN([C@@H](C)CO)S2(=O)=O	-1.0
16	O=C(NC1CCCCC1)N1CC(=O)N2[C@H](C1)[C@H](c1ccc(-c3cccc(F)c3)cc1)[C@@H]2CO	0.4
17	CO[C@H]1CN(C)C(=O)c2cc(NC(=O)C3CC3)ccc2OC[C@@H](C)N(Cc2cccc(F)c2)C[C@@H]1C	0.1
18	CO[C@H]1CN(C)C(=O)c2ccc(NC(=O)C3CC3)cc2OC[C@H](C)N(C(=O)C2CCOCC2)C[C@H]1C	0.0
19	CCNC(=O)C[C@H]1CC[C@H]2[C@@H](COc3ccc(NC(=O)C4CCOCC4)cc3C(=O)N2C)O1	0.3
20	C[C@@H]1CN([C@H](C)CO)C(=O)c2cccc(NC(=O)c3cnccn3)c2O[C@@H]1CN(C)C(=O)Nc1ccc(C(F)(F)F)cc1	1.9

The listing continues.
cpd	structure	TcdB GH inh
21	Cc1ccc(-c2ccc3c(c2)O[C@H](CN(C)C(=O)C2CC2)[C@@H](C)CN([C@@H](C)CO)S3(=O)=O)cc1	0.7
22	Cc1ccc(S(=O)(=O)Nc2ccc3c(c2)CC(=O)N([C@@H](C)CO)C[C@@H](C)[C@@H](CN(C)S(C)(=O)=O)O3)cc1	0.2
23	CC=Cc1ccc2n(c1=O)C[C@@H]1[C@@H](CO)[C@H](C(=O)OC)N(C(C)=O)[C@H]21 (mixture of isomers)	-1.2
24	CO[C@H]1CN(C)C(=O)c2ccc(NC(=O)C3CC3)cc2OC[C@@H](C)N(CCc2ccccc2)C[C@H]1C	1.7
25	C/C=C/c1cnc2c(c1)C(=O)N([C@H](C)CO)C[C@@H](C)[C@@H](CN(C)CC1CCOCC1)O2	-0.3
26	C[C@H](CO)N1C[C@H](C)[C@H](CN(C)C)OCCCC[C@H](C)Oc2ccc(NS(=O)(=O)c3cn(C)cn3)cc2C1=O	0.2
27	CCCNC(=O)N1C[C@@H](C)[C@H](OC)CN(C)C(=O)c2ccc(NC(C)=O)cc2OC[C@@H]1C	0.1
28	C[C@@H]1CN([C@@H](C)CO)C(=O)Cc2cc(NS(=O)(=O)c3cn(C)cn3)ccc2O[C@@H]1CN(C)C	0.0
29	CCCN(C)C[C@@H]1OCCCC[C@@H](C)Oc2ccc(NS(=O)(=O)c3ccccc3)cc2C(=O)N([C@H](C)CO)C[C@@H]1C	-1.2
30	Cc1ccc(S(=O)(=O)Nc2ccc3c(c2)C(=O)N([C@H](C)CO)C[C@H](C)[C@H](CN(C)Cc2ccc(Cl)c(Cl)c2)O3)cc1	0.5

More results.
cpd	structure	TcdB GH inh
31	COCCN(C[C@@H]1N[C@@H](CO)[C@@H]1c1ccc(-c2cccc(F)c2)cc1)C(C)=O	-2.4
32	CS(=O)(=O)N1CC2(C1)[C@H](c1ccccc1)[C@H](CO)N2C(=O)c1ccccc1	-0.6
33	CCC(=O)N1C[C@@H]2[C@H](c3ccccc31)[C@H](CO)N2Cc1ccccc1Cl	0.2
34	COc1ccc(S(=O)(=O)N(C)C[C@H]2Oc3ccc(NC(=O)Nc4ccc(F)cc4)cc3C(=O)N([C@@H](C)CO)C[C@H]2C)cc1	0.0
35	CCS(=O)(=O)N1CCC2(CC1)CN(Cc1ccccc1)[C@@H](CO)c1c2c2ccc(OC)cc2n1C	-0.8
36	O=C(C[C@H]1C=C[C@@H](NS(=O)(=O)c2ccccc2F)[C@H](CO)O1)NCCCN1CCOCC1	0.2
37	C[C@H]1CCCCO[C@@H](CN(C)C(=O)Nc2ccccc2)[C@@H](C)CN([C@@H](C)CO)C(=O)c2cc(NC(=O)CCC(F)(F)F)ccc2O1	-1.8
38	CCCNC(=O)N1C[C@H](C)[C@H](OC)CN(C)C(=O)c2ccc(NC(=O)CC)cc2OC[C@@H]1C	0.5
39	Cc1ccc(S(=O)(=O)N(C)C[C@H]2Oc3c(NC(=O)c4cnccn4)cccc3C(=O)N([C@@H](C)CO)C[C@@H]2C)cc1	0.2
40	CO[C@H]1CN(C)C(=O)c2cc(NS(C)(=O)=O)ccc2OC[C@@H](C)N(C(=O)CN(C)C)C[C@H]1C	-0.3

Later entries:
cpd	structure	TcdB GH inh
41	C[C@H]1CCCCO[C@H](CN(C)C(=O)Nc2ccccc2)[C@@H](C)CN([C@@H](C)CO)C(=O)c2cc(NC(=O)c3ccccc3)ccc2O1	-0.4
42	COc1ccccc1-c1ccc2c(c1)O[C@@H](CN(C)C(C)=O)[C@H](C)CN([C@@H](C)CO)S2(=O)=O	1.3
43	O=C(C[C@H]1C=C[C@@H](NC(=O)NC2CCCC2)[C@@H](CO)O1)NCc1ccc(F)cc1	-0.4
44	C[C@@H]1CN([C@H](C)CO)C(=O)c2cccc(NC(=O)NC3CCCCC3)c2O[C@@H]1CN(C)C	-0.9
45	O=C(c1ccncc1)N1CC[C@@H]2[C@H](CO)Nc3ccc(-c4ccc(F)cc4)cc3[C@@H]21	1.7
46	C[C@@H]1CCCCO[C@@H](CN(C)S(=O)(=O)c2ccc(F)cc2)[C@@H](C)CN([C@H](C)CO)C(=O)c2cc(NS(=O)(=O)c3cn(C)cn3)ccc2O1	-0.2
47	O=C(C[C@@H]1C=C[C@@H](NS(=O)(=O)c2ccccc2)[C@H](CO)O1)NCc1ccccc1F	-1.7
48	C[C@@H]1CN([C@H](C)CO)S(=O)(=O)c2ccc(C#CCN(C)C)cc2O[C@H]1CN(C)Cc1ccccc1F	0.3
49	O=C(C1CCCC1)N1CCCCN2[C@H](CO)[C@@H](c3ccc(C#CC4(O)CCCC4)cc3)[C@H]2C1	0.0
50	C[C@@H]1CCCCO[C@H](CN(C)C(=O)C2CCCCC2)[C@H](C)CN([C@H](C)CO)C(=O)c2cc(NC(=O)Cc3ccccc3)ccc2O1	0.2

2 of the compounds above, as labelled records:
(44) C[C@@H]1CN([C@H](C)CO)C(=O)c2cccc(NC(=O)NC3CCCCC3)c2O[C@@H]1CN(C)C
  TcdB GH inh: -0.9
(45) O=C(c1ccncc1)N1CC[C@@H]2[C@H](CO)Nc3ccc(-c4ccc(F)cc4)cc3[C@@H]21
  TcdB GH inh: 1.7

(continued)
cpd	structure	TcdB GH inh
51	CCCNC(=O)C[C@H]1CC[C@@H]2[C@@H](COc3ccc(NC(=O)NC(C)C)cc3C(=O)N2C)O1	0.1
52	O=C1CN(S(=O)(=O)Cc2ccccc2)C[C@@H]2[C@H](c3ccc(C#Cc4cccc(F)c4)cc3)[C@@H](CO)N12	-0.2
53	CCS(=O)(=O)N1CCC2(CC1)CN(S(=O)(=O)c1ccc(C)cc1)[C@H](CO)c1[nH]c3cc(OC)ccc3c12	-1.1
54	COc1ccccc1NC(=O)N[C@@H]1C=C[C@@H](CC(=O)NCc2ccc(Cl)c(Cl)c2)O[C@@H]1CO	-0.3
55	CCCC#Cc1cnc2c(c1)C(=O)N([C@@H](C)CO)C[C@H](C)[C@H](CN(C)C(=O)c1cnccn1)O2	0.1
56	C/C=C/c1ccc2c(c1)O[C@@H](CN(C)Cc1cncnc1)[C@H](C)CN([C@H](C)CO)S2(=O)=O	-0.7
57	O=C(c1cnccn1)N1CC[C@H]2[C@H](CO)Nc3ccc(C#Cc4cccnc4)cc3[C@H]21	0.0
58	CC(C)C#Cc1cnc2c(c1)C(=O)N([C@@H](C)CO)C[C@@H](C)[C@H](CN(C)Cc1ccccc1F)O2	2.3
59	O=S(=O)(N[C@H]1CC[C@@H](CCn2cc(-c3ccccc3F)nn2)O[C@@H]1CO)c1ccc(Cl)cc1	0.2
60	C[C@@H]1CN([C@H](C)CO)C(=O)c2cc(NC(=O)CCCCCC(=O)Nc3ccccc3N)ccc2O[C@@H]1CN(C)S(C)(=O)=O	-0.4

(continued)
cpd	structure	TcdB GH inh
61	COc1cccc(-c2cnc3c(c2)C(=O)N([C@@H](C)CO)C[C@H](C)[C@H](CN(C)C(=O)Nc2ccccc2F)O3)c1	1.9
62	CCC(=O)N[C@@H]1CC[C@H](CC(=O)NCc2ccccc2OC)O[C@@H]1CO	-1.0
63	C[C@H](CO)N1C[C@H](C)[C@@H](CN(C)CC2CCCCC2)Oc2ccc(NS(=O)(=O)c3ccc(F)cc3)cc2CC1=O	-1.2
64	CN(C)C(=O)C[C@@H]1CC[C@@H](NC(=O)c2ccc(F)cc2)[C@H](CO)O1	-0.1
65	C[C@@H]1CN([C@H](C)CO)C(=O)c2cc(NC(=O)Cc3ccccc3)ccc2O[C@@H](C)CCCCO[C@@H]1CN(C)C(=O)CCC(F)(F)F	-0.6
66	CO[C@H]1CN(C)C(=O)c2cc(NC(C)=O)ccc2OC[C@H](C)N(C(=O)CN(C)C)C[C@H]1C	-0.5
67	NCC[C@H]1CC[C@@H](NC(=O)Cc2ccncc2)[C@@H](CO)O1	0.3
68	C[C@@H]1CN([C@H](C)CO)C(=O)c2cc(N(C)C)ccc2O[C@@H]1CN(C)C(=O)Nc1ccc(C(F)(F)F)cc1	-4.6
69	O=C1CCCn2cc(nn2)COC[C@H](c2ccccc2)N1	1.5
70	O=C(NCc1ccc(F)cc1)[C@H]1C[C@H]2C(=O)N3CCC[C@H]3C(=O)N2[C@H]1c1ccc(O)cc1	1.3

New compounds follow
cpd	structure	TcdB GH inh
71	C[C@H](CO)N1C[C@H](C)[C@H](CN(C)Cc2ccncc2)Oc2ccc(NC(=O)CCCCCC(=O)Nc3ccccc3N)cc2CC1=O	0.5
72	C[C@H]1CCCCO[C@H](CN(C)C(=O)Nc2ccc(C(F)(F)F)cc2)[C@@H](C)CN([C@@H](C)CO)C(=O)c2cc(NC(=O)CCC(F)(F)F)ccc2O1	-1.0
73	CC(C)c1cn(CC[C@@H]2CC[C@H](NC(=O)C3CC3)[C@H](CO)O2)nn1	0.5
74	COCC(=O)N(C)C[C@H]1Oc2cc(-c3ccncc3)ccc2S(=O)(=O)N([C@@H](C)CO)C[C@H]1C	-0.4
75	C[C@@H]1CN([C@@H](C)CO)C(=O)c2cc(-c3cccc(F)c3)cnc2O[C@@H]1CN(C)Cc1ccncc1	0.0
76	O=C(NCC1CC1)[C@@H]1[C@@H](CO)[C@@H]2Cn3c(ccc(-c4ccccc4F)c3=O)[C@H]1N2Cc1cccnc1	0.0
77	C/C=C/c1cnc2c(c1)C(=O)N([C@@H](C)CO)C[C@@H](C)[C@@H](CN(C)S(=O)(=O)c1ccc(F)cc1)O2	-0.4
78	CC(C)C[C@@H]1COCc2cn(nn2)CCCC(=O)N1	-1.9
79	O=C(C[C@H]1CC[C@H](NS(=O)(=O)c2ccc(F)cc2)[C@H](CO)O1)NCc1ccccc1F	0.4
80	O=C1CNC[C@H]2[C@H](c3ccc(C4=CCCCC4)cc3)[C@H](CO)N12	-3.8
81	C[C@@H]1CN([C@H](C)CO)C(=O)c2cc(C#CC(C)(C)O)cnc2O[C@@H]1CN(C)C(=O)C1CCOCC1	-0.7
82	C[C@@H]1CN([C@@H](C)CO)C(=O)c2cc(NC(=O)Cc3cn(C)c4ccccc34)ccc2O[C@@H]1CN(C)S(=O)(=O)c1ccccc1	0.0
83	CC(C)NC(=O)N(C)C[C@@H]1Oc2c(NS(=O)(=O)c3cn(C)cn3)cccc2C(=O)N([C@H](C)CO)C[C@H]1C	1.1

An excerpt of these results, as labelled records.
#77 C/C=C/c1cnc2c(c1)C(=O)N([C@@H](C)CO)C[C@@H](C)[C@@H](CN(C)S(=O)(=O)c1ccc(F)cc1)O2
  TcdB GH inh = -0.4
#82 C[C@@H]1CN([C@@H](C)CO)C(=O)c2cc(NC(=O)Cc3cn(C)c4ccccc34)ccc2O[C@@H]1CN(C)S(=O)(=O)c1ccccc1
  TcdB GH inh = 0.0
#71 C[C@H](CO)N1C[C@H](C)[C@H](CN(C)Cc2ccncc2)Oc2ccc(NC(=O)CCCCCC(=O)Nc3ccccc3N)cc2CC1=O
  TcdB GH inh = 0.5
#80 O=C1CNC[C@H]2[C@H](c3ccc(C4=CCCCC4)cc3)[C@H](CO)N12
  TcdB GH inh = -3.8

Some of the compounds tested; count on the stated rates, not on these rows.
